# Screening results as filed in PubChem.
# Rac1 GTP hydrolysis: MgcRacGAP GTPase-activating activity inhibitors, confirmation, biochemical, ADP Hunter fluorescence | MgcRacGAP-stimulated Rac1 GTP hydrolysis, ADP Hunter fluorescence; higher % means a stronger effect; GST-tagged Rac1 F28L mutant substrate | actives 0.6% (n = 340,000) | inhibition, % at 30 µM; hits with a dose series show IC50 in µM;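 active = first-screen hits whose inhibition reached a set limit at any dose in the follow-up dose series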;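 also: fluorescence reports GDP produced by GAP-driven GTP hydrolysis; strong numbers were not always called active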
# T cell HTS: T cell immune modulation candidate; 2C CD8+ T cell-vesicle binding, flow cytometry; hits give low values; calls only at 7 µM; actives 0.068% (n = 330,000);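 active = response, share of CD8 T cells binding vesicles, and their 90th percentile fluorescence all below set limits, cut at about 80% in these data, passing the limit was not always enough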
#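 Assay system – 2C mouse CD8+ T cells · Also added – QL9-loaded Drosophila micro-vesicles · Timing – Cell–vesicle co-incubation 1.5 h at 37 °C, staining 20 min on ice · Signal – flow cytometry of vesicle-bound cells · Measure – percent CD8+ FL2 mean versus row control · Controls – Peptide-free naked vesicles (low) and QL9 vesicles with 0.7% DMSO vehicle (high)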
# NTR1 agonist: agonists of NTR1, primary screen, imaging, U2OS cells, beta-arrestin-GFP, high content (AID 493036). actives 0.17% (n = 330,000). NTR1-U2OS beta-arrestin-GFP spot imaging, agonist mode. activation, % at 20 µM;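 active = activation at or above 40% of the spot to cytoplasm intensity ratio, with at least 20 cells analyzed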;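 also: 0% = DMSO without peptide and 100% = 100 nM NTR1 peptide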
# Target sequence (P30989 whole entry, looked up): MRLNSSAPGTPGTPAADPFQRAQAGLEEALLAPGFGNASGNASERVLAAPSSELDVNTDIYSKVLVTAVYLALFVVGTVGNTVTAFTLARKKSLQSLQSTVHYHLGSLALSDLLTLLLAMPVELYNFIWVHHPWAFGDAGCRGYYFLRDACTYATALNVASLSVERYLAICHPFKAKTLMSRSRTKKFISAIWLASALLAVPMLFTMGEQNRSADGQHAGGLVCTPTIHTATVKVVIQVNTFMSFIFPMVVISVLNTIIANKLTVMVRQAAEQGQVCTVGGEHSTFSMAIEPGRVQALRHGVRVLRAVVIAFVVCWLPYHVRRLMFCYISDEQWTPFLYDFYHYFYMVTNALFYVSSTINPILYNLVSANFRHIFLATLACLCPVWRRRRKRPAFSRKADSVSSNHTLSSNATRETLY
# T cell HTS vesicle-bound %: second read-out of T cell HTS, no call of its own (marks repeat the call); double positive events, %; measured here: CD8+ vesicle-bound cell fraction;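 binding gate set so that unloaded-vesicle control wells show 10% double positive cells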
# NTR1 agonist cell count 20 µM: further read-out of NTR1 agonist, marked with its call; cell count; measured here: cell count, cytotoxicity flag
# Starred values were filed as active, the others as inactive; i = inactive. A portion of the library (hit frequency here may not be typical).
SMILES,Rac1 GTP hydrolysis,T cell HTS,T cell HTS vesicle-bound %,NTR1 agonist,NTR1 agonist cell count 20 µM
C=CCn1c(C)cc(C(=O)COC(=O)c2n[nH]c(=O)c3ccccc23)c1C,0%,i,53,0.1,58
Cc1cc2cc(CCNC(=O)C(C)C)c(=O)[nH]c2cc1C,-5%,i,35,-0.9,61
Cc1ccccc1OCCC(=O)N(CC(C)C)c1c(N)n(Cc2ccccc2)c(=O)[nH]c1=O,1%,i,8,-2.4,65
CC1CCCC(NC(=O)COc2ncnc3ccccc23)C1C (stereo not given),2%,i,40,-0.1,57
O=C(COC(=O)CNC(=O)c1ccccc1)NCc1ccc2c(c1)OCO2,5%,i,39,-0.9,61
CC(C)Oc1ccc(S(=O)(=O)N2CCOCC2)cc1NC(=O)C1CCCCC1,5%,i,5,0.3,50
C#CCOCCOCCOCCNc1nc(N2CCN(C(=O)[C@H](CCCN=C(N)N)n3cc(C(N)[C@@H](C)CC)nn3)CC2)nc(N2CCN(C(=O)[C@H](CCC(=O)O)n3cc([C@@H](N)[C@H](C)CC)nn3)CC2)n1 (stereo not given in full),8%,i,5,-1.2,55
NS(=O)(=O)c1cccc(NC(=O)c2ccc(NS(=O)(=O)c3cccc([N+](=O)[O-])c3)cc2)c1,-1%,i,7,-1.2,64
COc1ccc(Cl)cc1-c1nc(SCC(=O)N(C)C2CCS(=O)(=O)C2)n[nH]1 (stereo not given),11%,i,23,-1.6,44
CC1CC(OC(=O)c2ccccc2C(=O)c2ccc(Cl)cc2)C(=O)O1 (stereo not given),-2%,i,27,0.4,60
Cc1ccc(C)c(Sc2ccc(NC(=O)CCN3C(=O)NC4(CCCC4)C3=O)cc2)c1,4%,i,9,16,52
Cc1nc(SCCc2nc3ccccc3[nH]2)c2oc3ccccc3c2n1,9%,i,15,0.8,59
CCNC(=O)NC(=O)C(C)OC(=O)c1cccnc1SC (stereo not given),12%,i,51,-0.5,46
Cc1cc(C)c(NC(=O)CSc2nc3ccccc3c(=O)n2CCCN2CCOCC2)c(C)c1,3%,i,27,1.5,60
Cc1ccc(NC(=O)C2CC(=O)N(CCc3ccccc3)C2)cc1Cl (stereo not given),6%,i,66,1.7,40
CCOc1ccc(NC(=O)CN2CCN(c3ccccc3C)CC2)cc1S(=O)(=O)N1CCCC1,14%,i,43,-0.4,50
NS(=O)(=O)c1cccc(NC(=O)CSc2nc3ccccc3c(=O)n2Cc2ccco2)c1,3%,i,16,2.6,66
C=CCN(Cc1cccc(OC)c1OC)C(=O)Oc1ccccc1,5%,i,21,1.6,52
CC(NC(=O)COC(=O)/C=C/c1cccc(F)c1)c1ccccc1 (stereo not given),5%,i,53,1.4,53
Cc1ccc(C(=O)NCC(=O)OCc2nnc(-c3ccc([N+](=O)[O-])cc3)o2)s1,5%,i,44,0.3,67
COc1ccc(C2=NOC(Cn3nc(-c4ccccc4)cc3C(=O)NCc3ccco3)C2)cc1 (stereo not given),9%,i,14,1.0,46
CCN(c1ccccc1)S(=O)(=O)c1ccc(C(=O)NCC2(N(C)C)CCCCC2)cc1,-1%,i,51,1.2,54
Cc1cccc(N2CC(C(=O)NCC3COc4ccccc4O3)CC2=O)c1C (stereo not given),3%,i,26,1.4,63
CC(C)(C)OC(=O)C[C@@H]1C/C=C\C[C@H](CC(=O)N[C@H](CO)Cc2ccccc2)C(=O)N[C@@H](Cc2ccccc2)COC1=O,1%,i,11,2.5,68
C[C@H](NC(=O)c1nc[nH]c1C(=O)N1CCN(c2ccccc2)CC1)c1ccccc1,13%,i,40,3.9,45
O=C(NCCOc1ccccc1)c1cc([N+](=O)[O-])ccc1N1CCOCC1,7%,i,56,-0.2,92
CCCN(CC(=O)Nc1ccccc1C)C(=O)CCCOc1ccc(Br)cc1,4%,i,16,-0.1,70
Cc1ccc(S(=O)(=O)NCC(=O)OCC(=O)N2CC(=O)Nc3ccccc32)cc1,-3%,i,48,-0.5,56
COc1cc(OC)nc(NC(=O)CSc2nnc(-c3ccccc3)n2C2CCCCC2)n1,10%,i,11,-2.2,24
COc1ccc(S(=O)(=O)N2CCN(CC(=O)N3CCc4ccccc4C3)CC2)cc1OC,7%,i,22,2.2,54

# Part of the list above in order of formula weight, smallest number first.
SMILES,Rac1 GTP hydrolysis,T cell HTS,T cell HTS vesicle-bound %,NTR1 agonist,NTR1 agonist cell count 20 µM
C=CCN(Cc1cccc(OC)c1OC)C(=O)Oc1ccccc1,5%,i,21,1.6,52
Cc1ccc(C(=O)NCC(=O)OCc2nnc(-c3ccc([N+](=O)[O-])cc3)o2)s1,5%,i,44,0.3,67
CCCN(CC(=O)Nc1ccccc1C)C(=O)CCCOc1ccc(Br)cc1,4%,i,16,-0.1,70
COc1ccc(S(=O)(=O)N2CCN(CC(=O)N3CCc4ccccc4C3)CC2)cc1OC,7%,i,22,2.2,54
NS(=O)(=O)c1cccc(NC(=O)CSc2nc3ccccc3c(=O)n2Cc2ccco2)c1,3%,i,16,2.6,66

# Next compounds:
SMILES,Rac1 GTP hydrolysis,T cell HTS,T cell HTS vesicle-bound %,NTR1 agonist,NTR1 agonist cell count 20 µM
COc1ccc(NC(=O)CN(C)C2CCS(=O)(=O)C2)cc1 (stereo not given),6%,i,33,-2.4,97
Cc1ccsc1C(=O)OCC(=O)NCc1ccccc1,4%,i,8,1.0,52
O=C(Cn1c(NCCCO)nc2ccccc21)c1cccs1,-3%,i,30,-1.6,100
CC1CCC2(CC1)NC(=O)N(NC(=O)c1cccs1)C2=O (stereo not given),4%,i,57,-0.6,64
COc1ccc(NC(=O)N(C)C[C@@H]2Oc3ccc(NC(=O)NC(C)C)cc3CC(=O)N([C@H](C)CO)C[C@@H]2C)cc1,2%,i,7,-2.2,56
CC(C)NC(=O)c1ccc(NC(=O)CC2SC(N3CCCCC3)=NC2=O)cc1 (stereo not given),3%,i,44,-2.2,69
O=C(NCCc1ccc(C(F)(F)F)cc1)C1CC(=O)N(c2ccc3c(c2)OCCO3)C1 (stereo not given),-1%,i,49,-0.7,75
Cc1ccc(NC(=O)CSc2nc(C)c(C)c(C)n2)cc1S(=O)(=O)N1CCOCC1,1%,i,31,-0.3,47
Cn1c(=O)c2c(ncn2CC(=O)Nc2cc(S(=O)(=O)N3CCCCC3)ccc2O)n(C)c1=O,1%,i,28,-0.2,49
O=C(NS(=O)(=O)NC1CCCCC1)C1=C(N2CCCC2)COC1=O,5%,i,18,0.2,50
O=C(COC(=O)c1n[nH]c(=O)c2ccccc12)NCc1ccccc1,6%,i,44,2.5,58
CCOC(=O)C1CCCN(C(=O)c2cc(-c3ccco3)nc3ccccc23)C1 (stereo not given),9%,i,49,-0.8,75
CCN(C[C@H]1N[C@@](C)(C(=O)OC)[C@H]2C(=O)N(C)C(=O)[C@@H]12)C(=O)COC,2%,i,19,-0.3,61
COc1ccc(N(C)S(=O)(=O)c2cccc(C(=O)Nc3nc(C)cs3)c2)cc1,2%,i,50,2.4,78
CCOC(=O)c1nncc(-c2ccccc2)n1,11%,i,35,1.1,29

# Another view of three compounds above.
structure	Rac1 GTP hydrolysis	T cell HTS	T cell HTS vesicle-bound %	NTR1 agonist	NTR1 agonist cell count 20 µM
O=C(COC(=O)c1n[nH]c(=O)c2ccccc12)NCc1ccccc1	6%	i	44	2.5	58
CCOC(=O)C1CCCN(C(=O)c2cc(-c3ccco3)nc3ccccc23)C1 (stereo not given)	9%	i	49	-0.8	75
CCN(C[C@H]1N[C@@](C)(C(=O)OC)[C@H]2C(=O)N(C)C(=O)[C@@H]12)C(=O)COC	2%	i	19	-0.3	61

# Remaining list, next part:
SMILES,Rac1 GTP hydrolysis,T cell HTS,T cell HTS vesicle-bound %,NTR1 agonist,NTR1 agonist cell count 20 µM
COc1ccc(NC(=O)COc2ccc(N(C)S(=O)(=O)c3ccc(Cl)cc3)cc2)cc1,1%,i,41,5.9,53
CC[C@]12c3[nH]c4ccccc4c3CCN1C(=O)C(CC(=O)NC/C=C(\C)CCC=C(C)C)C[C@@H]2C(=O)N1CCN(C(=O)C2CC2)CC1 (stereo not given in full),4%,i,9,5.9,38
CN(C)c1ccc(C(=O)OCc2cc(=O)n3ccsc3n2)cc1,3%,i,46,4.9,65
CC1CCC2(CC1)NC(=O)N(CC(=O)N1CCN(S(=O)(=O)c3ccc4c(c3)CCC4)CC1)C2=O (stereo not given),6%,i,21,-1.8,61
COc1ccccc1CN(C)C(=O)c1cccc(S(=O)(=O)N2CCCc3ccccc32)c1,7%,i,41,2.6,54
CN(C(=O)CSc1nnnn1-c1ccc(Cl)cc1)C1CCS(=O)(=O)C1 (stereo not given),10%,i,43,-1.0,40
O=C(Nc1cccnc1)c1cccc(S(=O)(=O)Nc2cccc(Cl)c2)c1,5%,i,52,-1.1,74
C[C@H](CO)N1C[C@H](C)[C@@H](CN(C)C(=O)Nc2ccc3c(c2)OCO3)Oc2ccc(NC(=O)Nc3ccc(C(F)(F)F)cc3)cc2C1=O,9%,i,47,6.4,53
COc1ccc([C@H]2CC(=O)C=C(c3cc(Cl)cc(Cl)c3)C2)cc1,13%,i,34,2.9,50
CC(=O)N1c2ccccc2[C@@H](C)[C@@H]1C,5%,i,21,-0.2,63
Cc1ccc(S(=O)(=O)N2CCOCC2)cc1NC(=O)COC(=O)Cc1ccc(Cl)cc1,3%,i,7,0.3,61
O=C(NC(=S)Nc1ccccc1Br)C1CCCCC1,13%,i,39,-0.7,38
COc1ccc(CN(C)C(=O)c2cc(S(=O)(=O)NCc3ccccc3)ccc2C)c(OC)c1,6%,i,6,-0.2,100
CN(Cc1ccccc1Br)C(=O)CN1C(=O)NC2(CCCCCC2)C1=O,0%,i,30,-1.3,55
CCCn1c(N)c(C(=O)CSc2nnc3n2CCCCC3)c(=O)[nH]c1=O,8%,i,46,1.4,55
COc1ccc(-c2cc(=O)[nH]c3ccccc23)cc1,5%,i,29,1.7,45
COc1ccc(OC)c(-c2csc(NC(=O)CSCC(=O)Nc3cc(C)on3)n2)c1,1%,i,47,-0.5,65
CCn1c(C)nc2cc(C(=O)NN=Cc3ccccc3OC(F)F)ccc21,5%,i,44,3.3,64
CN(CC(=O)Nc1ccc(F)c(F)c1F)C(=O)c1ccc(N2CCCC2=O)cc1,2%,i,30,4.6,61
Cc1ccc(S(=O)(=O)N2[C@@H](c3ccc4c(c3)OCO4)C(C(=O)O)=C[C@H]2C(C)(C)C)cc1,5%,i,29,1.5,64
C=CC[C@H](CC(=O)NCCO)C(=O)N[C@@H](C)COC(=O)[C@H](CC=C)CC(=O)OC(C)(C)C,1%,i,10,-1.0,50
CCN(C[C@H]1N[C@@](C)(C(=O)OC)[C@H]2C(=O)N(C)C(=O)[C@@H]12)S(=O)(=O)c1ccccc1,-8%,i,5,-0.5,44
COc1ccc(NC(=O)CN(C)C(=O)CSc2ccc(Br)cc2)cc1,5%,i,24,-0.8,58
COC(=O)c1ccccc1S(=O)(=O)N1CCC(C(=O)NC2CCCCC2C)CC1 (stereo not given),4%,i,9,1.5,49
O=C(Cc1cccs1)Nc1ccc(F)c(S(=O)(=O)N2CCOCC2)c1,2%,i,35,-0.1,57
CCC(C)(C)C1CCC2(CC1)NC(=O)N(CC(=O)N1CCN(C(=O)c3ccco3)CC1)C2=O (stereo not given),-1%,i,22,-0.1,75
CC1CCCC(NC(=O)CSc2cccc[n+]2[O-])C1C (stereo not given),5%,i,40,0.0,60
COc1ccc(COC(=O)C2CC(=O)N(Cc3ccccc3)C2)cc1 (stereo not given),5%,i,47,-1.8,66
Cc1noc(C)c1NC(=O)N(C)C[C@H]1Oc2ccc(NC(=O)Nc3ccc4c(c3)OCO4)cc2C(=O)N([C@H](C)CO)C[C@@H]1C,3%,i,25,-1.9,65
CN(CC(=O)Nc1ccc(Cl)cc1)C(=O)c1ccc(COc2ccccc2)cc1,2%,i,29,-2.6,54
Cc1cccc(NC(=O)CSCC(=O)N2CCN(c3cccc(C(F)(F)F)c3)CC2)c1,4%,i,11,3.8,41
O=C(c1cc(Br)c(Br)s1)N1CCc2ccccc2C1,4%,i,44,6.4,65
COc1cc(/C=N/NC(=O)c2ccoc2C)cc(OC)c1OC,-7%,i,28,0.2,74
CCc1ccccc1NC(=O)c1ccc(OCc2c(C)noc2C)cc1,0%,i,27,-1.0,65
CCCCn1nc(C(=O)Nc2ccc3c(c2)OCCO3)c2ccccc2c1=O,2%,i,31,-0.9,48
CC(=O)c1sc(NC(=O)CN2C(=O)CCC2=O)nc1C,4%,i,52,0.5,79
COc1ccc(Nc2nnc(SCC(=O)NC3CC3)s2)cc1,7%,i,19,-1.3,61
O=C(COC(=O)Cc1ccc(Br)cc1)Nc1ccc(N2CCOCC2)cc1,6%,i,38,-0.5,54
Cc1ccc(NC(=O)CSc2nc3[nH]c(=O)cc(O)c3s2)c(Br)c1,5%,i,21,3.3,61
